Screening data: PubChem, National Center for Advancing Translational Sciences (NCATS)
TRHR PAM = allosterically enhances the human TRH receptor; P34981; TRHR cells, fluo-8 calcium fluorescence, EC20 TRH enhancement; enhancement, % at 2 µM; hit rate 0.66% among 360,000; in the data active means enhancement above about 30%; further: 0% is about no effect
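TRHR-expressing cells loaded with fluo-8 calcium dye were read kinetically (ex 480/em 530) during compound addition, then stimulated with an EC20 of TRH (10 nM final). Enhancement of the Gq-mediated intracellular calcium response was scored.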
D2 ag = agonists of human D2 dopamine receptor | HEK293 T-REx D2 cells, calcium flux agonist mode | AID 485358 | activation, % at 2 µM | hit rate 0.53% among 340,000;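 active means activation over 3 SD above normal in the single-dose calcium agonist read, cut at about 30% in these data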; further: 0% is about no effect
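Agonism is scored from calcium flux in a force-coupled, inducible HEK293 cell line expressing D2, read kinetically for 180 s after compound addition against dopamine controls.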
D1 antagonist = blocks dopamine activation of the human D1 receptor | AID 504652 | activity change, negative = inhibition, % at 10 µM | hit rate 3.2% among 360,000 | P21728 | HEK293 TREx D1 cells, calcium flux, dopamine EC80; hits give low values; in the data active means activity change below about -30%; further: on the % scale 0 is the no-effect control and ±100 the full control effect
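Calcium flux readout: force-coupled, inducible Hek293 Trex D1 line, cells induced overnight at 30 C with tetracycline, dye-loaded 30–90 min at RT. Antagonism scored against EC80 dopamine challenge given 180 s after compound.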
D1 ag = agonists of human D1 dopamine receptor. P21728. HEK293 T-REx D1 cells, calcium flux, agonist mode. activation, % at 2 µM. hit rate 1% among 360,000; in the data active means activation above about 30%; further: 0% is about no effect
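Tetracycline-induced HEK293 TREx D1 cells, force-coupled to calcium signalling, were dye-loaded with a no-wash calcium kit. Compound was pin-added after a 10 s baseline. Fluorescence was read kinetically at 1 cycle/s for 180 s, with calcium rises flagged as agonism.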
D1 PAM = potentiators of human D1 dopamine receptor. P21728. HEK293 TREx D1 cells, calcium flux, dopamine EC20 potentiation. potentiation, % at 10 µM. hit rate 0.036% among 360,000. AID 504651; in the data active means potentiation above about 30%; further: 0% is about no effect
RXFP1 antag = blocks the human relaxin receptor RXFP1. HEK293-RXFP1, relaxin-stimulated cAMP HTRF, 30 min; hits give low values. activity change, negative = inhibition, % at 57.5 µM. Q9HBX9. AID 1259400. hit rate 0.59% among 350,000;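 active means activity change of -60% or lower, but not beyond a set lower limit; inconclusive means change between -60% and -40%, or beyond the set limit; inactive means change above -40%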; further: on the % scale 0 is the no-effect control and ±100 the full control effect
Target sequence (Q9HBX9 whole entry, looked up): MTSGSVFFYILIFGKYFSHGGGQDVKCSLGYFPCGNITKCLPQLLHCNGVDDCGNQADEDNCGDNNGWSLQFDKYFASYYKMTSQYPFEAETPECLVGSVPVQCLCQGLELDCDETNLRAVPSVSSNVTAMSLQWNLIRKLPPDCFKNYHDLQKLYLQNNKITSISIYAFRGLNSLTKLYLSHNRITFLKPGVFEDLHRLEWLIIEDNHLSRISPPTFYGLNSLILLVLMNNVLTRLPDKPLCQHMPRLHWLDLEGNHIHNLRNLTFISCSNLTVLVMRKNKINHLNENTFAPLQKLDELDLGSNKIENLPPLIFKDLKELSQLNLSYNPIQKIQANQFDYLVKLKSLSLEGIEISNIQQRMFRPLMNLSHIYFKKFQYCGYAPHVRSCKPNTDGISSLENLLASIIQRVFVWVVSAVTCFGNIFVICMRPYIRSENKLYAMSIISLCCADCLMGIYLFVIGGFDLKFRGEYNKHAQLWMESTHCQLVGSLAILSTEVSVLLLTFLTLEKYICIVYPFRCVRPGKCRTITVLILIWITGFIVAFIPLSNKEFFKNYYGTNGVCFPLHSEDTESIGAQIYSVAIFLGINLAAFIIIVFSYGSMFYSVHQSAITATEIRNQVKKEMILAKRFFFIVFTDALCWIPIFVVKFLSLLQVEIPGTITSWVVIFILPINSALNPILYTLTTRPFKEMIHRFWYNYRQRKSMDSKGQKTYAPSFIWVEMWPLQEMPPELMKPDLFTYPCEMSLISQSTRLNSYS
D2 antag = antagonists of human D2 dopamine receptor; P14416; HEK293 TREx D2 cells, calcium flux, dopamine EC80; hit rate 2% among 340,000; inhibition, % at 10 µM; AID 485344; in the data active means inhibition above about 30%; further: 0% is about no effect
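Calcium flux kinetic readout in an inducible HEK293 TREx D2 line plated overnight at 30 C. After 180 s compound exposure, an EC80 dopamine challenge follows with another 180 s kinetic read to detect antagonism.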
RXFP1 agonist = activates the human relaxin receptor RXFP1; Q9HBX9; hit rate 0.3% among 370,000; AID 2676; HEK293T-RXFP1 cAMP TR-FRET, 30 min; response scale: percent of porcine relaxin response, buffer zero; Potency, µM (series often up to 57.5 µM), inactives show top-dose activation, actives largely listed as activators; active means well fitted activation curve with a large enough effect; inconclusive means small, poorly fitted or top-dose-only effect; further: potency means the concentration at half of the fitted maximal effect; on the % scale 0 is the no-effect control and ±100 the full control effect; nearly all actives have a fitted effect of over 60% in size; many of its hits are not listed in these tables
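Agonist response is measured as cAMP accumulation in an RXFP1-transfected HEK293T line under PDE4 inhibition. Values are scaled between buffer-only and 29 nM porcine relaxin, and EC50s come from standard Hill equation fits.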
D2 potentiator = positive allosteric modulators of human D2 dopamine receptor | P14416 | HEK293 T-REx D2, calcium flux, EC20 dopamine potentiation | potentiation, % at 10 µM | hit rate 0.34% among 340,000 | AID 485347;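 active means potentiation over 3 SD above the plate norm, cut at about 30% in these data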; further: 0% is about no effect
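Tetracycline-induced Hek293 Trex D2 cells, force-coupled to calcium, loaded with no-wash calcium dye. Compound added with 180 s kinetic read for agonism, then EC20 dopamine and a further 180 s read for potentiation.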
Active calls of the source: *; ? = inconclusive; · = not tested or not shown.

SMILES	TRHR PAM	D2 ag	D1 antagonist	D1 ag	D1 PAM	RXFP1 antag	D2 antag	RXFP1 agonist	D2 potentiator
Cc1nn(CC(=O)OCC(=O)Nc2c(C(C)C)cccc2C(C)C)c(C)c1[N+](=O)[O-]	2	0.2	2	2	7	-14	-9	0.3%	-8
CS(=O)(=O)N1CCN(c2ccccc2NC(=O)c2cccnc2Cl)CC1	-9	0.0	0	-1	-1	1	33*	9.7%	-1
Cc1cccc(CC(=O)NCCN2CCOCC2)c1	5	0.0	-18	7	-5	10	-17	3.4%	11
CC(C)CC(C(=O)NC(C)(C)C)N(CC1CCCO1)C(=O)c1snc(C(N)=O)c1N (stereo not given)	-9	-1.4	-9	3	-4	-10	6	-0.4%	6
O=C(COC(=O)Cc1cn2ccsc2n1)NCc1ccc2c(c1)OCO2	-7	0.6	-19	0	-6	2	3	-0.4%	-3
COc1nc(-c2ccccc2)ccc1-c1noc(COc2ccccc2)n1	5	0.7	-20	10	-6	-12	-1	4.1%	-9
O=C1Nc2ccccc2/C1=N/N=C/c1cccc(O)c1	-2	1.0	1	2	4	-15	6	-1.3%	-1
CN(Cc1ccon1)Cc1cn(C)nc1-c1cccc(Cl)c1	2	-0.5	-3	2	-2	-18	-2	2.2%	9
Fc1ccccc1N=C1Nc2cccc3cccc1c23	5	-0.5	1	3	-2	-1	-19	1.1%	-2
Cc1ccc(C(=O)OC(C)C(=O)Nc2ccc(S(N)(=O)=O)cc2)cc1S(=O)(=O)N1CCOCC1 (stereo not given)	-5	0.4	5	7	-1	-14	5	1.1%	-3
O=C(Nc1cc([N+](=O)[O-])ccc1F)c1ccc2ccccc2c1	4	3.3	-2	6	-8	-15	-5	12%	-4
Cc1nn2c(=O)cc(CN(C)c3ccccc3)nc2s1	1	·	15	5	-5	·	·	0.8%	11
O=C(CN(Cc1ccco1)C(=O)c1ccc(Cl)cc1)Nc1ccc(Cl)c(Cl)c1	0	·	17	3	-6	3	·	1.7%	-6
Cc1cc(C)c2[nH]c(=O)c(C(c3nnnn3Cc3ccc4c(c3)OCO4)N3CCCC3)cc2c1 (stereo not given)	-2	0.6	4	0	-4	-4	-1	6.6%	17
CN(CC(=O)Nc1ccccc1C(F)(F)F)C(=O)c1ccc(N2C(=O)CCC2=O)cc1	-10	0.4	5	0	-1	-30	-24	-0.1%	5
CN(c1ccccc1)c1ncnc2c1cnn2C	6	·	4	-2	0	9	·	4.2%	·
Cc1cc(C)c(C#N)c(OCc2ccc(Cl)nc2)n1	4	·	-5	-1	-5	-8	·	1.4%	·
COc1ccc(N(CC(=O)NC2CCCCCCC2)S(=O)(=O)c2c(C)nn(C)c2C)cc1	0	1.0	-2	0	4	0	-4	2.3%	-22
N=c1n(CCN2CCCCC2)c2ccccc2n1CC(=O)c1cccc([N+](=O)[O-])c1	9	-0.4	-5	3	-1	-3	-9	3.0%	9
Cc1cccc(NC(=O)c2oc3c(c2C)C(=O)CC(C)(C)C3)n1	2	0.8	0	0	-5	1	-1	1.6%	27
O=C(NCc1ccc2c(c1)OCO2)C1CCCN1S(=O)(=O)c1ccc(F)cc1 (stereo not given)	5	-0.2	-7	0	-6	-14	15	0.0%	17
CSc1ncc(C(=O)NCc2ccc(C)cc2)c(-c2ccccc2)n1	6	0.2	-1	0	-1	-5	·	?	3
Cc1ccc(C)c(N2CCN(c3nc4ccccc4c4nc(CCn5nc(C)cc5C)nn34)CC2)c1	1	-0.1	0	0	-3	·	·	0.0%	13
c1csc(-c2nn3c(C4COc5ccccc5O4)nnc3s2)c1 (stereo not given)	7	-1.0	-2	1	-3	17	18	2.8%	8
O=C(c1cnsn1)N1CCN(c2ccccn2)CC1	10	1.7	6	1	0	10	-12	1.4%	3

Not a retest: entries from further up.
SMILES	TRHR PAM	D2 ag	D1 antagonist	D1 ag	D1 PAM	RXFP1 antag	D2 antag	RXFP1 agonist	D2 potentiator
c1csc(-c2nn3c(C4COc5ccccc5O4)nnc3s2)c1 (stereo not given)	7	-1.0	-2	1	-3	17	18	2.8%	8
O=C(c1cnsn1)N1CCN(c2ccccn2)CC1	10	1.7	6	1	0	10	-12	1.4%	3

(list continues)
SMILES	TRHR PAM	D2 ag	D1 antagonist	D1 ag	D1 PAM	RXFP1 antag	D2 antag	RXFP1 agonist	D2 potentiator
CC(C)c1ccc(NC(=O)CCCN2C(=S)NC(C)(C)CC2C)cc1 (stereo not given)	7	1.6	-33*	7	-12	-5	12	-0.1%	12
Cc1ccccc1NC(=S)NCC(c1cccnc1)N1CCOCC1 (stereo not given)	-3	-0.6	-3	1	-9	13	-7	3.1%	-13
Cc1ccc2c(c1)N(C(=O)N1CCC(C(=O)NC3CCCCCC3)CC1)CCO2	-3	-1.7	-2	-2	-1	1	·	1.5%	-5
CCn1c(C)nc2cc(C(=O)N/N=C/c3ccc(OC)c(O)c3)ccc21	2	0.9	4	2	-1	-14	2	-1.9%	6
CCNC(=S)N1CCCC(c2nc3ccc(C)cc3[nH]2)C1 (stereo not given)	-3	0.4	-18	0	0	3	-5	-0.9%	-8
O=C(CN1CCOCC1)Nc1ncc(Br)cc1Br	3	·	-3	-1	-5	0	·	1.6%	·
Cc1ccc(S(=O)(=O)N2CCC(C(=O)OCC(=O)N3CCCC3=O)CC2)cc1C	-15	-0.4	-21	1	-6	-3	-17	0.3%	-1
CCOC(=O)C1=NN(c2ccc(C)cc2)C2(S1)SC(C(C)=O)=C(C)N2c1ccccc1 (stereo not given)	-4	0.2	2	-1	2	4	-6	-1.0%	-6
COC(=O)CN1C(=O)N/C(=C/c2cc(OC)c(OC)cc2C)C1=O	-7	0.6	2	3	-3	1	-17	1.9%	6
O=C1CN(C(=O)c2ccccc2F)C(c2ccccc2)c2cc(Cl)ccc2N1 (stereo not given)	-6	0.1	2	2	-1	-6	-3	-0.4%	15
O=C(CSc1nnc(NC2CC2)s1)Nc1ccc(N2CCOCC2)cc1	28	-1.5	-18	3	6	0	23	2.0%	12
Cc1ccc(C(=O)c2sc3nsc(C)c3c2N)cc1	3	1.4	0	11	-4	-1	-5	-2.0%	-1
C=CCn1c(SCc2ccc(C(=O)NCCO)cc2)nc2sc(C)c(C)c2c1=O	17	-0.6	34	2	0	-15	1	1.0%	31*
O=C(COc1ccc([N+](=O)[O-])cc1)NCc1ccncc1	-5	0.1	-10	2	-3	-7	-7	-0.7%	0
Fc1cccc(-c2nnn3c2nc(NC2CCCCC2)c2ccccc23)c1	-2	0.7	15	4	3	·	·	?	-1
O=C(CCNS(=O)(=O)c1ccccc1)NCCCc1ccccc1	-10	-0.1	-1	7	-1	-15	21	2.1%	-12
Clc1ccc(OCCn2cnc3ccccc32)cc1	-5	0.4	-20	0	-1	2	-16	1.8%	5
O=C(CN1C(=O)CCC1=O)Nc1ccc2c3c(cccc13)CC2	-6	0.0	-8	0	-4	-5	7	-1.4%	-7
O=C1CC(C(=O)N2CCN(c3ccccc3O)CC2)CN1Cc1ccccc1 (stereo not given)	-2	0.7	-5	1	-4	-3	0	-0.8%	10
COc1ccc(Cn2ccc3nc(C)c(C(=O)N4CCN(c5ccc(F)cc5)CC4)cc3c2=O)cc1	8	1.5	9	6	-4	-5	·	-0.9%	-6
COc1ccc(C2CC(c3ccccc3)=NN2C(=O)COC(=O)C2(C)CC2(Cl)Cl)cc1 (stereo not given)	8	0.9	-19	9	-5	-15	-13	2.8%	-1
Cc1cc(C)cc(C(=O)Nc2ccc(-c3cn4cccnc4n3)cc2)c1	16	-0.7	4	0	4	4	·	11%	1
CCOc1cc(/C=C2\CN(C)C/C(=C\c3ccc(O)c(OCC)c3)C2=O)ccc1O	6	-1.0	-16	6	-5	-13	5	0.2%	5
CCn1c(O)c2ccc(C(=O)N=NC(=O)c3cccnc3)cc2c1O	2	0.6	-4	4	-1	-1	-10	1.4%	-6
Cc1ccc([N+](=O)[O-])c(C(=O)N/N=C/c2cccnc2)c1	-3	-1.3	-9	3	5	-2	-9	-0.8%	-6

Later entries
SMILES	TRHR PAM	D2 ag	D1 antagonist	D1 ag	D1 PAM	RXFP1 antag	D2 antag	RXFP1 agonist	D2 potentiator
COc1cc(/C=C/C(=O)OCC(=O)Nc2cc(S(=O)(=O)N3CCCCC3)ccc2C)ccc1O	1	-2.7	17	5	1	2	8	2.1%	-8
Cc1nc(NCCc2ccccc2F)c(C#N)c(C)c1[N+](=O)[O-]	0	0.1	6	5	-6	-36	9	0.0%	5
c1ccc2c(c1)ccc1nnc(-c3ccc4c(c3)OCO4)n12	-5	1.4	-29	1	-7	-4	8	2.2%	12
O=C(NCc1nc(-c2ccccc2)no1)Nc1ccc(F)cc1	40*	-0.1	-2	7	-1	12	-2	-1.2%	-7
C/C(=C\C(=O)c1ccc(F)cc1)Nc1ccc(N2CCOCC2)cc1	3	·	-26	4	-2	-25	·	-0.4%	·
Cc1oncc1C(=S)Nc1ccccc1	-8	0.1	-16	2	-4	-7	-12	-0.2%	-11

3 entries from above, set out differently:
The line under a structure holds: TRHR PAM	D2 ag	D1 antagonist	D1 ag	D1 PAM	RXFP1 antag	D2 antag	RXFP1 agonist	D2 potentiator
Fc1ccccc1N=C1Nc2cccc3cccc1c23
 : 5	-0.5	1	3	-2	-1	-19	1.1%	-2
Cc1ccc(C(=O)OC(C)C(=O)Nc2ccc(S(N)(=O)=O)cc2)cc1S(=O)(=O)N1CCOCC1 (stereo not given)
 : -5	0.4	5	7	-1	-14	5	1.1%	-3
O=C(Nc1cc([N+](=O)[O-])ccc1F)c1ccc2ccccc2c1
 : 4	3.3	-2	6	-8	-15	-5	12%	-4

Shown as a hit in D2 potentiator, of those listed so far:
Structure,TRHR PAM,D1 antagonist,D1 ag,D1 PAM,RXFP1 antag,D2 antag,RXFP1 agonist,D2 potentiator
C=CCn1c(SCc2ccc(C(=O)NCCO)cc2)nc2sc(C)c(C)c2c1=O,17,34,2,0,-15,1,1.0%,31*

Only part of the results is shown; rates above refer to the full screens.
